TNAP inh hi DEA: blocks human TNAP under high phosphate acceptor concentration; P05186; purified TNAP, CDP-star luminescence, 1 M DEA; inhibition, % at 20 µM; 0.03% of 200,000 active;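 active = over 50% inhibition of tissue-nonspecific alkaline phosphatase at 20 µM in the single-dose screen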;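 also: plate controls were DMSO wells for no effect and EDTA-quenched wells as full inhibition for full effect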
Target sequence (P05186 whole entry, looked up): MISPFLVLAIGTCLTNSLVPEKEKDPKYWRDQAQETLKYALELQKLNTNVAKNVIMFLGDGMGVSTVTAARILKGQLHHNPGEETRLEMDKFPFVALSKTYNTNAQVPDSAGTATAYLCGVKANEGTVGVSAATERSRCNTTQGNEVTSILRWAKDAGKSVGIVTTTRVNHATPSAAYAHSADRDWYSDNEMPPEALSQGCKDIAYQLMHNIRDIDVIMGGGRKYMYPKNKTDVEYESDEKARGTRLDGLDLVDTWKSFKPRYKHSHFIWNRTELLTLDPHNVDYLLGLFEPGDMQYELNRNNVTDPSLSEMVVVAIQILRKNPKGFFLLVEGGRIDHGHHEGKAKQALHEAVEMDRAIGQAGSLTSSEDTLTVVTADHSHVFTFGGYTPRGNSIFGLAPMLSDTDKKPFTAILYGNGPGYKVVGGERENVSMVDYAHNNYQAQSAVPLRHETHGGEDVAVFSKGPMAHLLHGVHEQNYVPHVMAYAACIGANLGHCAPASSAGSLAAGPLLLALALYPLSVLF
APP 5'UTR act: activates APP 5'UTR luciferase reporter; activation, % at 2 µM; AID 1276; 1% of 190,000 active; SH-SY5Y APP 5'UTR luciferase reporter, luminescence; zero percent = DMSO vehicle wells;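 active = activation above a set limit, based on mean plus 3 SD of controls, cut at about 140% in these data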; also: values of inactives mirror those of a sister screen read the other way
PMI act: phosphomannose isomerase (human) activation; P34949; purified human PMI, coupled resazurin fluorescence, 20 min; hits give high values; 1 = vehicle control, 0 substrate-free wells; activation factor at 20 µM; 0.005% of 190,000 active; AID 1214;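 active = activation factor of 2 or more at 20 µM, relative to plate controls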
Target sequence (P34949 whole entry, looked up): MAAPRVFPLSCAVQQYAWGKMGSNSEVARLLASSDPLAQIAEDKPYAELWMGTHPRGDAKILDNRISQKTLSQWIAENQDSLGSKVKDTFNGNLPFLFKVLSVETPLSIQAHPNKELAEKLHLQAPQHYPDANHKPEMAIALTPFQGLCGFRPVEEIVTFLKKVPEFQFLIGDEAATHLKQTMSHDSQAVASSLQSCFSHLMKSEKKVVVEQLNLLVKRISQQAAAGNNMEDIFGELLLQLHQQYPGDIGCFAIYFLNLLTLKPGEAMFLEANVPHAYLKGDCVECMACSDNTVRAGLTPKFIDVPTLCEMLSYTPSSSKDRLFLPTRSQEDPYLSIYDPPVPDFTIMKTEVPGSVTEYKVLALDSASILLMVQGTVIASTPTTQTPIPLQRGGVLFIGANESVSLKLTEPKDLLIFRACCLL
FLuc inh counter: inhibits firefly luciferase, flagging false hits in luciferase inhibition screens | inhibition, % at 10 µM | ATPLite firefly luciferase biochemical luminescence, 10 min | 1.5% of 200,000 active | P08659;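 active = inhibition above about 50% when tested at 10 µM, limit read from the data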
TNAP act hiacc: TNAP (human) activation, high acceptor | P05186 | AID 1136 | 200,000 tested, under 10 active | activation factor at 20 µM | purified TNAP, CDP-star luminescence, 1 M DEA, 30 min; hits give high values; 0 = EDTA background, 1 = DMSO-only activity;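 active = activation factor at least 2 at 20 µM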
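Control set: EDTA negative control, DMSO positive control / Assay system: human TNAP / Quantity: TNAP 1/800 final / Evaluation: TNAP activation factor scaled between EDTA and DMSO control wells / Measured by: luminescent substrate turnover signal / Compound dosing: one dose, 20 µM / Times: 30 min enzyme reaction at room temperature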
NF-kB expr up: compounds increasing NF-kB expression in human neuronal cells | NF-kB reporter expression; hits give high values | 1.6% of 190,000 active | fold change at 12.5 µM; in the data active = fold change above about 3.3
TNAP inh noacc: inhibitors of human TNAP without phosphate acceptor | P05186 | purified TNAP, CDP-star luminescence, 30 min | inhibition, % at 20 µM | 0.26% of 200,000 active | AID 1012;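 active = tissue-nonspecific alkaline phosphatase inhibition above about 50% at 20 µM in the single-dose screen, limit read from the data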;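 also: 0% = DMSO negative control and 100% = EDTA positive control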
FLuc act counter: firefly luciferase counter-screen for stimulation assays. P08659. ATPlite luciferase biochemical, luminescence, 10 min; 0 = ATP-free wells, 1 = DMSO control. activation factor at 10 µM. 200,000 tested, under 10 active. AID 1027;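 active = luciferase activation factor, scaled between plate controls, of at least 2 with compound at 10 µM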
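System: Luciferase/luciferin detection reagent, cell-free biochemical luciferase assay | Medium: PBS buffer for ATP | Dosing: Test compounds dosed from 2 mM stocks in 100% DMSO | Timing: 10 min at ambient temperature | Signal: Luminescence measurement of luciferase light output | Evaluation: Luciferase activation, seen as luminescence increase over controls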
PMI act satM6P: PMI (human) activation, high substrate; P34949; coupled PMI enzyme assay, resazurin fluorescence, 20 min; hits give high values; 1 = untreated enzyme, 0 = substrate-free blank; activation factor at 20 µM; 0.34% of 190,000 active;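 active = activation factor of 2 or more at 20 µM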
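Test system – human PMI in coupled enzyme assay · Timing – 20 min incubation at room temperature · Detection – Diaphorase-driven resazurin-to-resorufin fluorescence, excitation 544, emission 590 nm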
bIAP act: intestinal alkaline phosphatase (bovine) activation. purified bovine IAP, CDP-star luminescence, 30 min; hits give high values; fold of DMSO-control signal, blank-subtracted. 0.17% of 200,000 active. activation factor at 20 µM;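 active = activation factor of 2 or more at 20 µM, a signal rise over negative controls twice the positive control's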
Active calls of the source: *.

1. Cc1ccc2c(CN3C(=O)NC(C)(c4ccc5c(c4)OCO5)C3=O)cc(=O)oc2c1 (stereo not drawn)
2. COc1ccc(NC(=O)Nc2ccc(CC(=O)O)cc2)cc1
3. COc1ccc(CC(NC(C)=O)C(=O)NC2CCN(c3nc(C)cc(C)c3C#N)CC2)cc1OC (stereo not drawn)
4. COCC(=O)NCc1nc2ccccc2n1Cc1ccccc1F
5. COc1ccc(C2CCCN2C(=S)Nc2cccc(C)c2)cc1OC (stereo not drawn)
6. CCOC(=O)c1ccc(-c2ccc(C3Nc4ccccc4C(=O)N3O)o2)cc1 (stereo not drawn)
7. CN(CCC#N)S(=O)(=O)c1ccc2c(c1)c(=O)n(C)c(=O)n2C
8. COc1ccc(C2C(C(=O)OCC(=O)NC(C)(C)C)CCC(=O)N2c2ccc(C)cc2)cc1OC (stereo not drawn)

assay / compound	1	2	3	4	5	6	7	8
TNAP inh hi DEA	0	-7	4	-1	-5	-3	-4	-4
APP 5'UTR act	6	11	2	-6	-22	-18	-3	-2
PMI act	1	1	1.1	1	0.9	1.1	1	1.1
FLuc inh counter	3	22	1	-4	-3	-3	-8	-9
TNAP act hiacc	1	1.1	1	1	1.1	1	1	1
NF-kB expr up	1.1	1.2	1.1	1.1	0.94	1.2	1.1	0.72
TNAP inh noacc	-7	-10	-6	-9	-13	-8	-12	-24
FLuc act counter	1	0.8	1	1	1	1	1.1	1.1
PMI act satM6P	1.1	1	1	1	1	1.2	1	1.1
bIAP act	1.1	1.1	1.1	0.9	1	1	0.9	1

9. COc1ccc(N(CC(=O)Nc2ccc3c(c2)OCO3)S(=O)(=O)c2ccc(F)cc2)cc1
10. O=C(CSc1nnnn1-c1cccnc1)Nc1ccc(OCc2ccccc2)cc1
11. O=S(=O)(c1ccccc1)n1ccc2ccccc21
12. S=C(NCCc1ccccn1)NC1CCCCC1
13. c1ccc2c(c1)oc1c(Nc3ccc(CN4CCOCC4)cc3)ncnc12
14. O=C(CSc1nnc2ccc(-c3ccc(F)cc3)nn12)N1CCCC1
15. CC(C)CCNC(=O)c1ccc(Cl)c(NC(=O)c2ccccc2F)c1
16. CS(=O)(=O)N1CCN(CC2CC3C=CC2C3)CC1 (stereo not drawn)

assay / compound	9	10	11	12	13	14	15	16
TNAP inh hi DEA	2	-4	3	2	-3	-2	1	-4
APP 5'UTR act	1	-11	12	40	187*	-9	4	5
PMI act	0.9	0.9	0.9	1	1	1	1.1	0.8
FLuc inh counter	2	-9	0	5	4	-4	8	-9
TNAP act hiacc	1	1	1	1	1	1	1	1
NF-kB expr up	0.9	0.73	1	2.1	0.41	0.97	0.97	0.93
TNAP inh noacc	-16	-1	1	-18	-8	-8	12	-12
FLuc act counter	1	1.1	1	1	1	1	0.9	1.1
PMI act satM6P	0.7	0.9	0.9	1	1.1	1.1	1.1	0.9
bIAP act	0.9	0.9	0.7	1	1.1	1.1	1.1	1

17. O=C(NNC(=S)NCc1ccccc1)c1ccc(Br)o1
18. Clc1cccc(CN2CCN(c3nc4nonc4nc3NC3CC3)CC2)c1
19. C#CCOCCOCCOCCNc1nc(N2CCN(C(=O)[C@H]([C@@H](C)CC)n3cc([C@@H](N)Cc4ccc(O)cc4)nn3)CC2)nc(N2CCN(C(=O)[C@H](Cc3ccc(O)cc3)n3cc([C@@H](N)CC(C)C)nn3)CC2)n1
20. COc1ccc(C(=O)N/N=C(\C)CC(=O)N2CCN(C=O)CC2)cc1
21. NNC(=O)c1ccc(-c2cccc([N+](=O)[O-])c2)o1
22. CC(C)(C)OC(=O)N/N=C/c1cc(N=Nc2ccccc2)ccc1O
23. COc1ccc(N2CCN(C(=O)CSc3ccc(C)cc3)CC2)cc1
24. S=c1[nH]nc(CCc2ccc(Cl)cc2)o1

assay / compound	17	18	19	20	21	22	23	24
TNAP inh hi DEA	-4	-6	-10	2	-1	21	-5	1
APP 5'UTR act	1	6	-11	0	15	-4	-1	2
PMI act	1.2	1	1	0.9	1.1	1	1	1.1
FLuc inh counter	-2	-4	-10	-4	-6	-7	-1	1
TNAP act hiacc	1	1.1	1.1	1	1	0.8	1	1
NF-kB expr up	1.3	0.83	1	1.5	1.2	1.2	1.1	1.3
TNAP inh noacc	-129	-4	-32	-19	8	-21	-8	-9
FLuc act counter	1	1	1.1	1	1.1	1.1	1	1
PMI act satM6P	1	1.1	1	1.1	1.1	1.1	1.1	1.1
bIAP act	1.1	1	1.2	0.9	1	0.9	1	1.1

25. COc1ccccc1OC(C)C(=O)Nc1nc(-c2ccc(S(=O)(=O)N3CCOCC3)cc2)cs1 (stereo not drawn)
26. Cc1cc(-n2c(C)cc(C(=O)CN3C(=O)NC4(CCCCC4C)C3=O)c2C)no1 (stereo not drawn)
27. CCNc1nc(C)c2cc(Br)c(=O)n(CC)c2n1
28. O=C(NCc1cccs1)c1csc2c1CCCCC2
29. Cc1csc(SCCn2c(N3CCCC3)nc3c2c(=O)[nH]c(=O)n3C)n1
30. CC1C(=O)C(C)C(c2cccs2)NC1c1cccs1 (stereo not drawn)
31. COc1ccc2nc(NC(=O)CNS(=O)(=O)c3cccs3)sc2c1
32. O=C(N/N=C/c1ccco1)c1cccc(N2Cc3ccccc3C2)c1

assay / compound	25	26	27	28	29	30	31	32
TNAP inh hi DEA	-4	-7	-2	1	-2	-6	-7	-7
APP 5'UTR act	-10	-41	-17	-7	-5	4	0	3
PMI act	1	1.1	1.1	1	1	0.9	1	1.5
FLuc inh counter	-3	-10	-3	-2	-2	-4	0	3
TNAP act hiacc	1	1.1	1	1	1	1.1	1.1	1.1
NF-kB expr up	0.87	0.69	1.6	1.1	1	0.83	1.4	1.6
TNAP inh noacc	5	-2	-8	-6	-20	-9	-5	-7
FLuc act counter	1	1.1	1	1	1	1	1	1
PMI act satM6P	1	1.1	1	1	0.9	1	1	1.6
bIAP act	1	1.1	1	0.9	1	0.9	1.2	0.9

33. COCCn1c(COC)nc2ccccc21
34. CC(=O)c1ccc(S(=O)(=O)N(Cc2cc3cc4c(cc3[nH]c2=O)OCCO4)CC2CCCO2)cc1 (stereo not drawn)
35. O=C(O)/C=C\C(=O)Nc1ccc(OCc2ccccc2)cc1
36. CCN(CC)S(=O)(=O)c1cccc(C(=O)Nc2cccc(C)c2)c1
37. CC(=O)C1=C(C)Nc2ncnn2C1c1ccccc1Cl (stereo not drawn)
38. O=C(CN1CCN(C(=O)c2ccco2)CC1)Nc1ccccc1-c1ccccc1
39. O=C1c2ccccc2C2=Nc3ccccc3SC(c3cccc(F)c3)C12 (stereo not drawn)
40. CCOCCOCCC(C(=O)O)P(=O)(c1ccccc1)c1ccccc1 (stereo not drawn)

assay / compound	33	34	35	36	37	38	39	40
TNAP inh hi DEA	2	-1	-3	-4	-1	0	15	-4
APP 5'UTR act	-7	26	1	35	2	-4	-17	2
PMI act	0.9	0.9	1	0.9	1	1	0.7	0.9
FLuc inh counter	-5	-1	17	1	-5	-4	-4	-6
TNAP act hiacc	1	1	1	1	1	1	0.8	1
NF-kB expr up	0.97	1.6	1.3	1.6	1.1	0.97	1.1	1.1
TNAP inh noacc	3	-1	-2	-12	-3	6	7	-11
FLuc act counter	1	1	0.8	1	1.1	1	1	1.1
PMI act satM6P	1	0.8	0.8	0.9	0.9	1	0.8	0.9
bIAP act	0.9	0.9	1.1	0.8	0.9	1.1	0.8	1

41. CCOc1cc(C)c(C(C)C)cc1S(=O)(=O)N1CCN(C)CC1
42. Cc1ccc(C)c(S(=O)(=O)NC(C)C(=O)Nc2ccc(-c3nc4ccccc4s3)cc2)c1 (stereo not drawn)
43. CCOC(=O)C1CCN(Cc2nc3ccccc3c(=O)n2-c2ccc(F)cc2)CC1
44. Cc1ccc2cc(C#N)c(N3CCCC3)nc2c1C
45. CCCN1C(=O)C2(SC(NC(C)=O)=NN2C(C)=O)c2cc(C)ccc21 (stereo not drawn)
46. O=C(Nc1cccnc1)c1cc(-c2ccccc2)on1
47. O=C(Oc1nsnc1N1CCOCC1)c1ccccc1
48. Cc1cccc(N(CC(=O)N/N=C/c2ccc(OCC(=O)NCc3ccco3)cc2)S(C)(=O)=O)c1C
49. Cc1nc2cc(C(=O)O)ccc2n1C1CCCCC1

assay / compound	41	42	43	44	45	46	47	48	49
TNAP inh hi DEA	1	0	-5	0	-6	-4	-4	-6	-5
APP 5'UTR act	0	55	1	6	-4	17	-53	0	1
PMI act	0.9	1	0.9	1.3	1.1	1	1	1	1.1
FLuc inh counter	2	2	-8	-4	-9	65*	-3	-7	-6
TNAP act hiacc	1	1	1	1	1.1	1	1	1.1	1.1
NF-kB expr up	1.1	1.1	0.87	1	1.3	1.2	1.2	1.2	1.1
TNAP inh noacc	-7	-7	-8	-12	-4	-8	-12	19	-11
FLuc act counter	1	1	1.1	1	1.1	0.3	1	1.1	1.1
PMI act satM6P	1	1	0.9	1.6	1.1	0.9	1.1	1	1.1
bIAP act	1	1	1	0.9	0.9	1	0.8	1.1	0.9

Part of the list above in order of SMILES length, ascending.
49. Cc1nc2cc(C(=O)O)ccc2n1C1CCCCC1
46. O=C(Nc1cccnc1)c1cc(-c2ccccc2)on1
37. CC(=O)C1=C(C)Nc2ncnn2C1c1ccccc1Cl (stereo not drawn)
40. CCOCCOCCC(C(=O)O)P(=O)(c1ccccc1)c1ccccc1 (stereo not drawn)
41. CCOc1cc(C)c(C(C)C)cc1S(=O)(=O)N1CCN(C)CC1
39. O=C1c2ccccc2C2=Nc3ccccc3SC(c3cccc(F)c3)C12 (stereo not drawn)
36. CCN(CC)S(=O)(=O)c1cccc(C(=O)Nc2cccc(C)c2)c1
38. O=C(CN1CCN(C(=O)c2ccco2)CC1)Nc1ccccc1-c1ccccc1
45. CCCN1C(=O)C2(SC(NC(C)=O)=NN2C(C)=O)c2cc(C)ccc21 (stereo not drawn)
43. CCOC(=O)C1CCN(Cc2nc3ccccc3c(=O)n2-c2ccc(F)cc2)CC1

assay / compound	49	46	37	40	41	39	36	38	45	43
TNAP inh hi DEA	-5	-4	-1	-4	1	15	-4	0	-6	-5
APP 5'UTR act	1	17	2	2	0	-17	35	-4	-4	1
PMI act	1.1	1	1	0.9	0.9	0.7	0.9	1	1.1	0.9
FLuc inh counter	-6	65*	-5	-6	2	-4	1	-4	-9	-8
TNAP act hiacc	1.1	1	1	1	1	0.8	1	1	1.1	1
NF-kB expr up	1.1	1.2	1.1	1.1	1.1	1.1	1.6	0.97	1.3	0.87
TNAP inh noacc	-11	-8	-3	-11	-7	7	-12	6	-4	-8
FLuc act counter	1.1	0.3	1.1	1.1	1	1	1	1	1.1	1.1
PMI act satM6P	1.1	0.9	0.9	0.9	1	0.8	0.9	1	1.1	0.9
bIAP act	0.9	1	0.9	1	1	0.8	0.8	1.1	0.9	1

48. Cc1cccc(N(CC(=O)N/N=C/c2ccc(OCC(=O)NCc3ccco3)cc2)S(C)(=O)=O)c1C

assay / compound	48
TNAP inh hi DEA	-6
APP 5'UTR act	0
PMI act	1
FLuc inh counter	-7
TNAP act hiacc	1.1
NF-kB expr up	1.2
TNAP inh noacc	19
FLuc act counter	1.1
PMI act satM6P	1
bIAP act	1.1
